E coli growth: E. coli V3065 growth inhibition, primary screen, counter-screen for AddAB inhibitor project, absorbance, OD600; 18 h; inhibition, % at 11.9 µM; 330,000 compounds, 0.27% hits;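 active = inhibition above the campaign's mean inhibition across all tested compounds plus 3 SD, cut at about 9.9% in these data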;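 note: uninfected addAB+ strain grown without phage in ampicillin broth; 0% = DMSO wells and 100% = ciprofloxacin 0.95 µg/ml wells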
phage Ecoli inh: growth loss of phage-infected E. coli, primary screen, RecBCD inhibitor project, absorbance, with phage, HTS; inhibition, % at 11.9 µM; 360,000 compounds, 0.26% hits; AID 651602, 2012; in the data active = inhibition above about 11%
PKA-R1A activ: activators of PKA-R1A holoenzyme, primary screen, biochemical, fluorescence polarization, Cy5-IP20, bovine R1A, mouse PKAc; cAMP-dependent protein kinase type I-alpha regulatory subunit (Bos taurus) + …; PKA-R1A dissociation; scaled: DMSO 0%, 113 µM cGMP 100%; activation, % at 11.4 µM; 340,000 compounds, 0.083% hits;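 active = percent activation above the mean of all tested compounds plus 3 SD, cut at about 19% in these data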;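 note: higher means more PKAc released from R1A so a rise in polarization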
CDK5 p35 inh: inhibitors of human CDK5/p35 kinase, primary screen, biochemical, single concentration; Cyclin-dependent kinase 5 (Homo sapiens) + Cyclin-dependent kinase 5 activator 1 (Homo …; Recombinant CDK5/p35, ADP-Glo luminescence, 60 min; inhibition, % at 10 µM; 330,000 compounds, 0.01% hits;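 active = highest replicate inhibition of at least 50% and at least 75% of replicates reaching 50%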;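 note: plate controls were DMSO neutral control for no effect and GW8510 at 10 µM for full effect; many of its hits are not listed in these tables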
Mot1-301 SUMO: yeast Mot1-301 growth rescue at high temperature, primary screen, SUMOylation pathway inhibitor project, S. cerevisiae, ATP luminescence, 38.5C | growth rescue, % at 18.8 µM | S. cerevisiae Mot1-301 growth rescue; percent above DMSO median, 100 means doubled | 320,000 compounds, 1% hits | AID 2716, 2010;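 active = every valid replicate shows activation above 250% relative to neutral control wells; inactive = the rest, any valid replicate at or below 250%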;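 note: OY570 slx delta 5 strain wells were the positive control but not used for scaling; some compounds called inactive have numbers as strong as hits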
PKA-R2B act: activators of PKA-R2B holoenzyme, primary screen, biochemical, fluorescence polarization, Cy5-IP20, human. 340,000 compounds, 0.079% hits. activation, % at 11.4 µM. PKA-R2B holoenzyme dissociation; R2B truncated from residue 108, S112A mutant; 0% DMSO only, 100% 113 µM cGMP. cAMP-dependent protein kinase catalytic subunit beta (Homo sapiens) + cAMP-dependent …. AID 504700, 2011;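 active = activation above a cutoff set at the mean over all compounds plus 3 SD, cut at about 18% in these data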;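 note: higher means more holoenzyme dissociation and a rise in polarization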
Tat export inh: E. coli Tat export inhibitors, primary screen, MC4100, TorA-mCherry reporter, fluorescence, single point | AID 488895, 2010 | inhibition, % at 10 µM | 340,000 compounds, 0.036% hits;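 active = mean replicate inhibition at least 50% and at least half of replicates individually reaching 50%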;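 note: exported cargo escapes ClpAP degradation while cytoplasmic cargo is degraded and loses fluorescence; 0% = median of neutral control wells and 100% = median of NaSCN control wells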
HTR5A ag: HTR5A agonists in luminescence cell assay, primary screen, counter-screen for OPRM1-OPRD1 heterodimer agonist project, full-deck HTS; 5-hydroxytryptamine receptor 5A (Homo sapiens), P47898; 340,000 compounds, 0.61% hits; activation, % at 9.3 µM; AID 504692, 2011; cell-based; in the data active = activation mostly above about 9.5%, no sharp cut-off; inactive = mostly below about 7.6%;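 note: 0% = cells with vehicle only and 100% = reference agonist; strong numbers were not always called active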
AddAB inh: growth inhibition of E. coli expressing H. pylori AddAB, primary screen, AddAB inhibitor project, absorbance; inhibition, % at 11.9 µM; 330,000 compounds, 0.29% hits; AID 435030, 2010; in the data active = inhibition above about 12%;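 note: 0% = vehicle wells of infected cells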
HTR5A inv ag: HTR5A inverse agonists in luminescence cell assay, primary screen, counter-screen for OPRM1-OPRD1 heterodimer inverse agonist project, full-deck HTS | 5-hydroxytryptamine receptor 5A (Homo sapiens), P47898 | HTR5A cell line, inverse agonism | inhibition, % at 9.3 µM | 340,000 compounds, 0.083% hits; in the data active = inhibition mostly above about 23%, no sharp cut-off; inactive = mostly below about 18%;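 note: 0% = cells with DMSO and 100% = no-cell wells with DMSO; some compounds called inactive have numbers as strong as hits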
DAGLB inhibitor: DAGLB lipase inhibitors, primary screen, biochemical, fluorescence, HTS; HEK293T DAGLB membrane lysate, EnzChek fluorogenic substrate; inhibition, % at 5.17 µM; 340,000 compounds, 0.059% hits; in the data active = inhibition above about 34%;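 note: 0% = enzyme with vehicle and 100% = wells lacking enzyme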
Target sequence (Q8NCG7 whole entry, looked up): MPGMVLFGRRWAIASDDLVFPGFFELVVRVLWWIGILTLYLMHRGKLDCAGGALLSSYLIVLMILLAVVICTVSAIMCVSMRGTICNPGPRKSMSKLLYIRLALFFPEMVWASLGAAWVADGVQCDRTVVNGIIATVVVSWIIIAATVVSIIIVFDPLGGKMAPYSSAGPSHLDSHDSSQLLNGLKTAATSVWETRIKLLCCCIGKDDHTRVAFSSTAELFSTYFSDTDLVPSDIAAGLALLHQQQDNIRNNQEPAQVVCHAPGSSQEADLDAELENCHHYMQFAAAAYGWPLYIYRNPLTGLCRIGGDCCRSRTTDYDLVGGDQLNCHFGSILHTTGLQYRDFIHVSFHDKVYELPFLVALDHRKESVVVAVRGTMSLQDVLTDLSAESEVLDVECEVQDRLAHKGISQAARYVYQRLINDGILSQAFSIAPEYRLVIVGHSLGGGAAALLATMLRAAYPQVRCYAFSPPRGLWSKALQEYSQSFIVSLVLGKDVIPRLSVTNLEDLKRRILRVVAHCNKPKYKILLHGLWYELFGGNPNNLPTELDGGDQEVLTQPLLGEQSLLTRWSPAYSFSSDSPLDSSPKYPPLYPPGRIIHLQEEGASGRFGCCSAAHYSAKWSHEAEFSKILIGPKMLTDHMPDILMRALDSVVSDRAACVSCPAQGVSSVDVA
An asterisk follows results filed as active; x = no result given.

compound,Tat export inh,DAGLB inhibitor,AddAB inh,phage Ecoli inh,HTR5A ag,Mot1-301 SUMO,CDK5 p35 inh,PKA-R2B act,HTR5A inv ag,E coli growth,PKA-R1A activ
Cc1ccn2c(=O)nc(SCC(=O)NCc3ccccc3Cl)nc2c1,5,4,0.6,3.5,6,3,-3.3,4,-18,-1.6,8
CSc1ccc(C(=S)N2CCN(Cc3ccccc3)CC2)cc1,8,-5,2.8,2.5,1,15,0.5,-10,3,2.8,-3
Cc1c(NC(=O)c2ccc(S(=O)(=O)Nc3ccccc3F)cc2)c(=O)n(-c2ccccc2)n1C,10,-2,0.2,3.9,1,13,0.7,-1,-4,-0.9,-2
C=C(C)COc1ccc(-c2[nH]ncc2Oc2ccccc2OCC)c(O)c1,10,1,6.4,2.2,-1,-7,-0.6,-4,7,1.8,2
COCCCn1c(CCC(=O)O)ccc1-c1cccs1,-5,-1,2.1,0.2,1,121,0.3,-4,2,-1.7,3
CCOc1cc(C(=O)NCc2ccncc2)cc(OCC)c1OCC,-1,0,-0.3,-0.4,0,-13,1.4,-5,1,-1.2,-14
C#CCSc1nnc(-c2cc3c(C(F)(F)F)nn(C)c3s2)n1C,-7,0,0.2,3.9,-1,-11,-1.8,-12,20,1.5,-1
Cc1cccc(CN2CCc3c([nH]c4ccccc34)C2)c1,4,-2,1.4,3.7,0,8,1.7,-3,-2,0.2,3
NC(=O)c1ccc(NCCCN2CCOCC2)c([N+](=O)[O-])c1,-2,-1,0.2,2.8,5,-2,2.4,-4,17,2.7,1
O=C(CCCCCn1c(=O)[nH]c2ccccc2c1=O)N1CCN(Cc2ccc3c(c2)OCO3)CC1,11,3,0.5,1.4,1,-10,-0.4,-10,-12,1.0,-8
CN(C)CCCN1c2ccccc2Sc2ccc3ccccc3c21,2,1,x,2.6,2,x,1.3,3,-9,x,0
CC(C)CNC(=O)COC(=O)c1cccc(S(=O)(=O)NCC(F)(F)F)c1,-2,0,-0.4,1.4,1,-12,0.3,-5,-3,0.8,-4
Cc1ccc(-n2c(SCC(=O)NC3CCS(=O)(=O)C3)nc3ccccc3c2=O)cc1C (stereo not drawn),-1,3,-1.2,0.9,-2,-18,0.1,2,-20,1.5,-2
CC1CCCN(C(=O)C(=O)c2cn(CC(=O)N3CCCCCC3)c3ccccc23)C1 (stereo not drawn),-6,-2,-3.5,1.7,7,5,0.3,-4,-6,-0.6,-9
CCOC(=O)N1CCC(NC(=O)CCC(=O)N2CC(C)Oc3ccccc32)CC1 (stereo not drawn),-3,3,2.8,2.1,4,3,1.6,-3,-10,3.5,-2
CNC(=O)CSc1nc2c([nH]c3ccccc32)c(=O)n1CCOC,-3,-1,1.2,4.4,-5,-14,0.4,-3,14,-2.8,-8
O=C(Nc1cccc(-c2cnc3ccccc3n2)c1)c1ccco1,-13,2,2.1,1.6,3,-5,1.6,-3,-9,-1.6,-4
NS(=O)(=O)c1ccc(CNC(=O)c2ccc(C(=O)c3ccccc3)cc2)cc1,6,-2,-1.1,1.8,-2,7,0.1,-1,10,-1.1,-7
COc1ccccc1C(=O)Nn1c(C2CCC2)nc2ccccc2c1=O,4,1,1.0,1.0,3,12,-2.4,7,-21,-0.2,4
COCc1nnc(NS(=O)(=O)c2ccccc2)s1,2,-1,0.8,1.6,1,284,0.9,-13,0,-1.5,-2
CC(C[N+](C)(C)C)OC(N)=O (stereo not drawn),-1,0,-3.6,3.0,4,41,-0.8,13,23,0.1,11
O=C(Oc1ccc(Br)cc1C(=S)N1CCOCC1)c1ccc(F)cc1,-8,-5,4.8,x,-4,-24,-0.5,10,5,1.3,3
N#Cc1ccc(CC(=O)c2ccccc2)[nH]c1=O,1,3,x,1.0,-1,x,0.2,1,4,x,3
COCCn1c(=O)[nH]c2cc(C(=O)Nc3ccc(OC)c(Cl)c3)ccc2c1=O,-22,1,2.5,x,4,-1,0.3,2,15,-0.3,1
CCOC(=O)c1oc2c(c1C)C(=O)CCC2,-7,1,1.4,1.5,-1,934*,1.0,0,-10,1.4,-7
CCCNC(=O)c1ccc2c(c1)nc(C)n2-c1cccc(Cl)c1,-6,-1,0.5,-1.5,0,94,0.7,-9,-1,-3.0,-7
CCCCCCNC(=O)CC(c1ccccc1)c1cc(Br)ccc1O (stereo not drawn),16,-27,3.8,3.6,1,-31,1.3,-10,-1,2.8,-7
COc1ccc(C2=CSC3=NCCN23)cc1OC,-8,-4,-1.6,1.7,-1,65,1.9,-1,5,-1.5,6
Cc1ccccc1OCC(=O)OCC(=O)NC1CC1,0,-1,0.4,1.7,-7,9,1.0,-5,-2,-0.7,-7
COc1ccc(C(=O)/C=C/Nc2ccc(C)cn2)cc1OC,-5,0,0.2,0.6,-2,15,-0.2,3,5,-0.9,-2
Nc1cccc(C(=O)OCC(=O)NC2CCCc3ccccc32)c1 (stereo not drawn),0,1,0.8,0.8,9,x,0.2,-6,0,4.6,6
COC(=O)c1c(C)[nH]c(C)c1-c1cccc([N+](=O)[O-])c1,-5,-2,-2.9,3.7,-5,-19,0.0,-8,6,0.2,-7
O=C(NC(=S)Nc1ccc2[nH]c(=O)[nH]c2c1)c1ccccc1Cl,-2,2,0.9,-0.6,-1,-1,1.2,3,21,-0.3,-10
COc1ccc(OCCCC(=O)NNC(=O)CCN2CCN(c3ccccc3)CC2)cc1,-5,0,3.9,2.6,-2,42,3.2,-15,-28,-2.1,-14
N/C(=N\OC(=O)c1cccs1)c1ccccc1,-4,-9,1.1,1.3,-2,8,13,-12,6,-1.3,-6
COC(=O)CNC(=O)/C=C/c1cc(Br)ccc1OC,-3,-2,1.0,-1.5,-2,5,-0.6,-4,6,-0.6,-6
COC(=O)c1ccc2c(c1)C(C)(C)C(/C=C/c1ccc(OC)c(OC)c1OC)=[N+]2C,5,7,-1.0,2.1,-2,-11,0.5,-6,5,0.2,-7
Cc1cc(C)c(S(=O)(=O)Nc2cnc3ccccc3c2)c(C)c1,3,-2,3.8,4.2,2,4,-1.6,-5,2,-0.9,7
CCOC(=O)c1c(S(=O)(=O)NCC2CCN(Cc3cccc(F)c3)CC2)c(C)n(C)c1C,1,-4,3.4,-2.7,0,-14,-3.9,4,-1,1.0,-5
C/C(=N\N1C(=O)CSC1=S)c1ccc(Br)cc1,-7,1,1.0,5.7,1,-9,1.7,0,-3,-0.8,-6

Ordered by count of non-hydrogen atoms (low to high): some entries from above.
compound,Tat export inh,DAGLB inhibitor,AddAB inh,phage Ecoli inh,HTR5A ag,Mot1-301 SUMO,CDK5 p35 inh,PKA-R2B act,HTR5A inv ag,E coli growth,PKA-R1A activ
COC(=O)c1c(C)[nH]c(C)c1-c1cccc([N+](=O)[O-])c1,-5,-2,-2.9,3.7,-5,-19,0.0,-8,6,0.2,-7
O=C(NC(=S)Nc1ccc2[nH]c(=O)[nH]c2c1)c1ccccc1Cl,-2,2,0.9,-0.6,-1,-1,1.2,3,21,-0.3,-10
COc1ccc(OCCCC(=O)NNC(=O)CCN2CCN(c3ccccc3)CC2)cc1,-5,0,3.9,2.6,-2,42,3.2,-15,-28,-2.1,-14

Carrying on:
compound,Tat export inh,DAGLB inhibitor,AddAB inh,phage Ecoli inh,HTR5A ag,Mot1-301 SUMO,CDK5 p35 inh,PKA-R2B act,HTR5A inv ag,E coli growth,PKA-R1A activ
O=C(CNC(=O)c1ccccc1F)NCCc1ccccc1F,-2,-2,-0.6,-0.2,-1,-3,2.5,-14,1,1.6,-4
Cc1noc(C)c1NC(=O)Nc1ccc2c(c1)C(=O)N([C@H](C)CO)C[C@H](C)[C@@H](CN(C)S(=O)(=O)c1c(C)noc1C)O2,-7,-3,-0.1,3.6,4,-6,-2.2,-16,-21,1.7,5
Cc1c(C)c2c(OCC(=O)N3CCC[C@H]3C(=O)O)cc3c(c2oc1=O)CCC(C)(C)O3,-5,0,3.5,3.1,-3,24,-0.1,0,-23,0.7,-5
NS(=O)(=O)c1cccc(NC(=O)COC(=O)CNC(=O)c2ccc(-c3ccccc3)cc2)c1,5,-1,1.8,0.9,-1,21,-0.1,3,1,0.2,-6
CCC1Oc2ccccc2N(CC(=O)NCCCN2CCC(C)CC2)C1=O (stereo not drawn),-4,0,0.1,3.6,0,-28,-4.1,12,1,-3.7,9
CCOC(=O)N1CCN(CCC(=O)Nc2ccc(C)cc2)CC1,-5,-2,3.6,-0.1,2,-22,0.9,-3,-17,0.6,1
COc1ccc(NC(=O)C(NCC(C)C)c2ccccc2)cc1Cl (stereo not drawn),14,-2,3.0,-0.8,1,-5,-9.2,-7,-2,-3.6,-13
COc1ccc(C(C)(C)C)cc1NC(=O)CCn1[nH]c(=O)ccc1=O,-3,0,1.7,5.8,3,8,0.5,-18,-9,-1.7,7
O=C(O)/C=C/c1ccc(S(=O)(=O)Nc2ccc(OCc3ccccc3)cc2)cc1,-1,2,1.1,-2.5,7,-12,-0.9,-3,-21,1.3,-7
O=C(O)CCn1cc(/C=C/C(=O)c2ccc(Cl)cc2)c(-c2ccc(Br)cc2)n1,6,6,4.0,0.6,-3,-4,0.2,11,10,-2.8,-10

Compound activity as filed in PubChem BioAssay.

The order is random; 2.3% or so of the library scored in one or more.
